Mtb BioA inh = blocks M. tuberculosis BioA enzyme activity | purified M. tuberculosis BioA enzyme, plate reader | actives 0.096% (n = 360,000) | inhibition, % at 9.99 µM; in the data active = inhibition above about 40%
* marks the source's active call; other numbers are inactive results. Only part of the results is shown (hit frequency here may not be typical).

compound | Mtb BioA inh
C[C@@H]1CN([C@H](C)CO)C(=O)c2cccc(NC(=O)C3CCCCC3)c2O[C@@H]1CN(C)C(=O)Nc1ccc(F)cc1 | 1.4
COc1ccc(NC(=O)Nc2ccc3c(c2)C(=O)N([C@@H](C)CO)C[C@H](C)[C@@H](CN(C)Cc2ccc4c(c2)OCO4)OCCCC[C@@H](C)O3)cc1 | 1.9
COc1ccc(-c2ccc([C@H]3[C@@H](CO)N4CCCCN(S(=O)(=O)c5cccs5)C[C@@H]34)cc2)cc1 | -5.9
CCC(=O)N1[C@@H](CO)[C@H](c2ccc(-c3ccccc3)cc2)[C@@H]1CNC(=O)COC | 0.5
C[C@@H]1CCCCO[C@H](CN(C)Cc2ccc(C(F)(F)F)cc2)[C@H](C)CN([C@@H](C)CO)C(=O)c2cc(NS(=O)(=O)c3cccs3)ccc2O1 | -0.5
CC=Cc1ccc2n(c1=O)C[C@@H]1[C@@H](CO)[C@H](C(=O)NCCC)[C@H]2N1Cc1ccccc1 (mixture of isomers) | -0.1
C[C@@H]1CN([C@H](C)CO)C(=O)c2cc(NC(=O)NC3CCCCC3)ccc2O[C@@H]1CN(C)C(=O)Nc1ccc2c(c1)OCO2 | 0.2
C[C@@H]1CN([C@@H](C)CO)C(=O)c2cc(C#Cc3ccccc3)cnc2O[C@@H]1CN(C)C(=O)c1ccccc1F | -0.3
O=C(O)[C@H]1[C@H](CO)[C@H]2Cn3c(cccc3=O)[C@H]2N1C(=O)NC1CCCC1 | -2.3
Cc1noc(C)c1NC(=O)Nc1ccc2c(c1)C(=O)N([C@H](C)CO)C[C@H](C)[C@H](CN(C)S(=O)(=O)c1c(C)noc1C)OCCCC[C@H](C)O2 | 1.0
COc1ccc(CN(C)C[C@@H]2Oc3ccc(NC(=O)Nc4ccc(F)cc4)cc3C(=O)N([C@@H](C)CO)C[C@H]2C)cc1 | 1.0
C[C@H]1CN([C@@H](C)CO)C(=O)Cc2cc(NS(=O)(=O)c3cccs3)ccc2O[C@@H]1CN(C)S(C)(=O)=O | -1.0
C[C@@H]1CN([C@@H](C)CO)C(=O)Cc2cc(NS(=O)(=O)c3ccc(F)cc3)ccc2O[C@H]1CN(C)S(=O)(=O)c1cn(C)cn1 | 4.1
CCCNC(=O)N(C)C[C@H]1Oc2ncc(C3=CCCCC3)cc2C(=O)N([C@@H](C)CO)C[C@H]1C | -3.4
COc1ccc(S(=O)(=O)Nc2ccc3c(c2)C(=O)N([C@H](C)CO)C[C@H](C)[C@H](CN(C)C(=O)Nc2cccc4ccccc24)OCCCC[C@@H](C)O3)cc1 | -1.0
Cc1ccc(S(=O)(=O)Nc2ccc3c(c2)CC(=O)N([C@@H](C)CO)C[C@@H](C)[C@@H](CN(C)S(=O)(=O)c2cccs2)O3)cc1 | -4.6
CO[C@H]1CN(C)C(=O)c2cc(NC(=O)Nc3cccc(F)c3)ccc2OC[C@H](C)N(C(C)=O)C[C@@H]1C | -1.0
C[C@@H]1CN([C@@H](C)CO)S(=O)(=O)c2ccc(C#Cc3ccccc3F)cc2O[C@H]1CN(C)C(=O)Cc1ccccc1 | -1.8
C[C@H]1CCCCO[C@H](CN(C)S(=O)(=O)c2cccs2)[C@@H](C)CN([C@@H](C)CO)C(=O)c2cc(NS(=O)(=O)c3cn(C)cn3)ccc2O1 | -1.0
CN(C)CC(=O)N[C@H]1CC[C@H](CCn2cc(C3CCCCC3)nn2)O[C@@H]1CO | -1.1
Cc1ccc(S(=O)(=O)N(C)C[C@H]2Oc3ccc(NC(=O)C4CC4)cc3CC(=O)N([C@@H](C)CO)C[C@H]2C)cc1 | -0.2
COc1ccc(NC(=O)N(C)C[C@H]2Oc3cc(-c4ccc(C)cc4)ccc3S(=O)(=O)N([C@@H](C)CO)C[C@@H]2C)cc1 | 0.5
CCC(=O)N[C@H]1CC[C@H](CC(=O)NCC2CCCCC2)O[C@@H]1CO | 2.3
OC[C@@H]1[C@H](c2ccc(-c3ccc(F)cc3)cc2)[C@@H]2CN(Cc3ccccn3)CCCCN12 | -3.5
O=C(N[C@@H]1CC[C@H](CC(=O)N2CCN(c3ccccc3)CC2)O[C@@H]1CO)c1ccncc1 | 0.1
CCCNC(=O)c1cc2c(c(-c3cccc(-c4cccc(OC)c4)c3)n1)[C@@H](CCO)N([S@](=O)C(C)(C)C)C2 | 6.1
O=C([C@@H]1N[C@@H]2c3ccc(-c4ccccc4F)c(=O)n3C[C@@H]2[C@H]1CO)N1CCCCC1 | -0.8
O=C(C[C@H]1C[C@H]2c3cc(NC(=O)CC4CC4)ccc3O[C@H]2[C@@H](CO)O1)NCc1ccc(Cl)cc1 | 0.4
O=C1O[C@@H](c2ccccc2)[C@@H](c2ccccc2)N2[C@@H](c3ccccc3OCCO)[C@]3(C(=O)Nc4ccc(C#CC5=CCCCC5)cc43)[C@@H](C(=O)N3CCCCCCC3)[C@H]12 | -1.0
CO[C@@H](CN(C)C(=O)c1cnccn1)[C@@H](C)CN([C@H](C)CO)S(=O)(=O)c1ccc(C)cc1 | -0.7
C[C@@H]1CN([C@@H](C)CO)C(=O)c2cc(N(C)C)ccc2O[C@H]1CN(C)S(=O)(=O)c1ccc(F)cc1 | 5.9
C[C@@H]1CN([C@H](C)CO)C(=O)c2cc(-c3cccc(F)c3)cnc2O[C@H]1CN(C)CC1CCOCC1 | -1.7
CC(C)NC(=O)N[C@@H]1CC[C@H](CCNC(=O)C2CCOCC2)O[C@H]1CO | -4.5
COCCNC(=O)C[C@H]1CC[C@H]2[C@@H](COC[C@H](O)CN2C(=O)Nc2ccc3c(c2)OCO3)O1 | -0.3
C[C@@H]1CN([C@H](C)CO)C(=O)Cc2cc(NS(=O)(=O)c3cn(C)cn3)ccc2O[C@H]1CN(C)C(=O)Nc1cccc2ccccc12 | 2.8
Cc1ccc(S(=O)(=O)N(C)C[C@H]2Oc3c(NC(=O)c4cnccn4)cccc3C(=O)N([C@@H](C)CO)C[C@@H]2C)cc1 | 4.2
N#C[C@H]1N[C@H](CO)[C@@H]1c1ccc(C2=CCCC2)cc1 | -3.4
O=S(=O)(c1ccccc1)N1CCCCN2[C@H](C1)[C@@H](c1ccc(-c3ccccc3)cc1)[C@@H]2CO | 4.4
COc1cccc(C(=O)Nc2ccc3c(c2)C(=O)N(C)C[C@@H](OC)[C@H](C)CN(C(=O)C2CC2)[C@H](C)CO3)c1 | 5.3
COc1ccccc1C(=O)Nc1ccc2c(c1)OC[C@H](C)N(C)C[C@@H](C)[C@@H](OC)CN(C)C2=O | 0.9
C[C@@H]1CN([C@@H](C)CO)C(=O)c2cccc(NS(=O)(=O)c3cccs3)c2O[C@@H]1CN(C)S(=O)(=O)c1ccc(F)cc1 | -0.8
C[C@@H]1CCCCO[C@H](CN(C)Cc2ccc(C(=O)O)cc2)[C@@H](C)CN([C@H](C)CO)C(=O)c2cc(NC(=O)C3CCCCC3)ccc2O1 | -2.7
C[C@H](CO)N1C[C@H](C)[C@@H](CN(C)C(=O)Nc2cccc3ccccc23)Oc2ccc(NS(=O)(=O)c3cn(C)cn3)cc2C1=O | -1.1
O=C(C[C@@H]1C=C[C@H](NC(=O)c2ccc3c(c2)OCO3)[C@H](CO)O1)NC1Cc2ccccc2C1 | -2.9
C[C@@H]1CN([C@H](C)CO)C(=O)c2cccc(NC(=O)NC3CCCCC3)c2O[C@@H]1CN(C)C(=O)NC1CCCCC1 | 0.6
CCCNC(=O)C[C@H]1C[C@@H]2c3cc(NC(=O)C4CCOCC4)ccc3O[C@@H]2[C@H](CO)O1 | -0.6
C[C@@H]1CN([C@@H](C)CO)C(=O)c2cc(C3=CCCC3)cnc2O[C@H]1CN(C)S(=O)(=O)c1cn(C)cn1 | -3.2
C[C@H]1CCCCO[C@@H](CN(C)Cc2ccccc2)[C@@H](C)CN([C@@H](C)CO)C(=O)c2cc(NS(=O)(=O)c3cn(C)cn3)ccc2O1 | -0.7

Arranged by formula weight (descending): 3 of the compounds above
compound | Mtb BioA inh
C[C@@H]1CN([C@H](C)CO)C(=O)c2cccc(NC(=O)NC3CCCCC3)c2O[C@@H]1CN(C)C(=O)NC1CCCCC1 | 0.6
O=C(C[C@@H]1C=C[C@H](NC(=O)c2ccc3c(c2)OCO3)[C@H](CO)O1)NC1Cc2ccccc2C1 | -2.9
CCCNC(=O)C[C@H]1C[C@@H]2c3cc(NC(=O)C4CCOCC4)ccc3O[C@@H]2[C@H](CO)O1 | -0.6

Additional structures
compound | Mtb BioA inh
O=C(NCCN1CCCC1)[C@H]1N[C@H]2c3ccc(-c4ccccc4)c(=O)n3C[C@H]2[C@@H]1CO | -0.7
CN1C(=O)c2cc(NC(=O)c3ccc4c(c3)OCO4)ccc2OC[C@@H]2O[C@H](CC(=O)O)CC[C@@H]21 | -0.3
CO[C@@H]1CN(C)C(=O)c2cc(NS(=O)(=O)c3cccc(F)c3)ccc2OC[C@H](C)N(C(=O)Cc2cccnc2)C[C@@H]1C | -1.5
C[C@@H]1CCCCO[C@H](CN(C)C(=O)Cc2ccccc2)[C@@H](C)CN([C@@H](C)CO)C(=O)c2cc(NC(=O)CCC(F)(F)F)ccc2O1 | 6.9
CN1CCN(C(=O)C[C@@H]2C[C@@H]3c4cc(NC(=O)NC5CCCCC5)ccc4O[C@@H]3[C@H](CO)O2)CC1 | -0.7
O=C(C[C@@H]1CC[C@@H]2[C@H](COC[C@H](O)CN2CC2CCCCC2)O1)NCc1ccc(F)cc1 | 6.7
C[C@H](CO)N1C[C@H](C)[C@H](CN(C)C(=O)Cc2ccccc2)OCCCC[C@H](C)Oc2ccc(NC(=O)CCC(F)(F)F)cc2C1=O | -1.9
COc1ccc(S(=O)(=O)N2C[C@H](O)COC[C@H]3O[C@@H](CC(=O)N(C)C)CC[C@@H]32)cc1 | 1.6

The last four compounds of the section before come first, to join the parts.
compound | Mtb BioA inh
CN1CCN(C(=O)C[C@@H]2C[C@@H]3c4cc(NC(=O)NC5CCCCC5)ccc4O[C@@H]3[C@H](CO)O2)CC1 | -0.7
O=C(C[C@@H]1CC[C@@H]2[C@H](COC[C@H](O)CN2CC2CCCCC2)O1)NCc1ccc(F)cc1 | 6.7
C[C@H](CO)N1C[C@H](C)[C@H](CN(C)C(=O)Cc2ccccc2)OCCCC[C@H](C)Oc2ccc(NC(=O)CCC(F)(F)F)cc2C1=O | -1.9
COc1ccc(S(=O)(=O)N2C[C@H](O)COC[C@H]3O[C@@H](CC(=O)N(C)C)CC[C@@H]32)cc1 | 1.6
COc1cccc(NC(=O)N(C)C[C@H]2Oc3cc(C#Cc4ccc(F)cc4)ccc3S(=O)(=O)N([C@@H](C)CO)C[C@@H]2C)c1 | -10
C[C@@H]1CCCCO[C@H](CN(C)C(=O)CCC(F)(F)F)[C@H](C)CN([C@H](C)CO)C(=O)c2cc(NC(=O)Cc3ccccc3)ccc2O1 | -0.1
C[C@@H]1CN([C@@H](C)CO)C(=O)c2cc(NC(=O)CCC(F)(F)F)ccc2O[C@H]1CN(C)Cc1ccc2c(c1)OCO2 | 3.4
O=C(N[C@H]1CC[C@H](CC(=O)N2CCN(c3ccccc3)CC2)O[C@@H]1CO)c1ccncc1 | -2.8
COc1cccc(C(=O)Nc2ccc3c(c2)C(=O)N(C)C[C@@H](OC)[C@H](C)CN(C)[C@@H](C)CO3)c1 | -1.4
COc1ccc(CN(C)C[C@H]2OCCCC[C@@H](C)Oc3ccc(N(C)C)cc3C(=O)N([C@H](C)CO)C[C@H]2C)cc1 | -0.9
CN(C)C(=O)C[C@@H]1CC[C@H](NC(=O)C2CC2)[C@@H](CO)O1 | 3.4
COc1cccc(S(=O)(=O)Nc2ccc3c(c2)[C@H]2C[C@@H](CC(=O)NCc4ccc(Cl)cc4)O[C@H](CO)[C@H]2O3)c1 | 0.4

By substructure, those above containing a Cl atom
compound | Mtb BioA inh
O=C(C[C@H]1C[C@H]2c3cc(NC(=O)CC4CC4)ccc3O[C@H]2[C@@H](CO)O1)NCc1ccc(Cl)cc1 | 0.4
COc1cccc(S(=O)(=O)Nc2ccc3c(c2)[C@H]2C[C@@H](CC(=O)NCc4ccc(Cl)cc4)O[C@H](CO)[C@H]2O3)c1 | 0.4

Following part.
compound | Mtb BioA inh
C[C@@H]1CCCCO[C@H](CN(C)S(=O)(=O)c2ccccc2)[C@H](C)CN([C@@H](C)CO)C(=O)c2cc(NC(=O)CCCN(C)C)ccc2O1 | 0.5
C[C@H](CO)N1C[C@H](C)[C@@H](CN(C)S(C)(=O)=O)Oc2ccc(NC(=O)Nc3ccccc3)cc2CC1=O | -3.1
C[C@@H]1CN([C@@H](C)CO)C(=O)c2cc(NC(=O)Cc3cn(C)c4ccccc34)ccc2O[C@H]1CN(C)S(=O)(=O)c1ccc(Cl)cc1 | -4.3
C[C@H]1CN([C@@H](C)CO)C(=O)CCCn2cc(nn2)CO[C@H]1CN(C)CC1CCCC1 | 0.8
COCC#Cc1cnc2c(c1)C(=O)N([C@@H](C)CO)C[C@H](C)[C@H](CN(C)C(=O)Nc1c(C)noc1C)O2 | -3.1
COc1ccc(S(=O)(=O)N(C)C[C@H]2OCCCC[C@@H](C)Oc3ccc(NC(=O)Nc4ccc(F)cc4)cc3C(=O)N([C@@H](C)CO)C[C@H]2C)cc1 | 0.9
COc1ccccc1-c1ccc([C@H]2[C@@H](C#N)N(C(=O)C3CCC3)[C@@H]2CO)cc1 | -2.5
N#C[C@@H]1[C@@H](c2ccc(-c3ccncc3)cc2)[C@@H](CO)N1C(=O)C1CCC1 | 1.1
Cc1ccc(S(=O)(=O)N(C)C[C@H]2Oc3c(NC(=O)c4ccncc4)cccc3C(=O)N([C@@H](C)CO)C[C@H]2C)cc1 | -0.8
COc1ccccc1CNC(=O)C[C@H]1C[C@@H]2c3cc(NC(=O)NC4CCCC4)ccc3O[C@@H]2[C@H](CO)O1 | -0.9
C[C@@H]1CN([C@@H](C)CO)C(=O)c2cc(NS(=O)(=O)c3ccc(F)cc3)ccc2O[C@@H](C)CCCCO[C@@H]1CN(C)C(=O)Nc1cccc2ccccc12 | -0.3
O=C(C[C@H]1CC[C@@H]2NC[C@@H](O)COC[C@H]2O1)NCCc1ccncc1 | -0.2
O=C(C[C@H]1CC[C@@H]2[C@H](COC[C@@H](O)CN2C(=O)Nc2ccccc2)O1)NCCCN1CCOCC1 | 1.7
COc1ccc(S(=O)(=O)N(C)C[C@@H]2OCCCC[C@@H](C)Oc3ccc(NC(=O)Nc4cccc5ccccc45)cc3C(=O)N([C@H](C)CO)C[C@H]2C)cc1 | -0.4
CC(=O)N[C@@H]1CC[C@H](CCNC(=O)C2CCCC2)O[C@H]1CO | 2.7

Screening results as filed in PubChem BioAssay.
